UGM FP inh: inhibitors of M. tuberculosis UDP-galactopyranose mutase; 320,000 tested, 0.06% active; purified UGM, fluorescence polarization probe displacement; P9WIQ1; AID 504406; inhibition, % at 10 µM; in the data active means inhibition above about 10%, passing the limit was not always enough; inconclusive means no clear call, values can overlap the other calls
CCHFV vOTU inh: blocks the CCHF virus ovarian tumor domain protease | inhibition, % at 11.5 µM | CCHFV vOTU protease, Pep-AMC fluorescence | 370,000 tested, 0.55% active; further: 0% = vehicle wells with enzyme and 100% = no enzyme wells
Mtb BioA inh: inhibitors of Mycobacterium tuberculosis BioA enzyme; inhibition, % at 9.99 µM; AID 602481; purified M. tuberculosis BioA enzyme, plate reader; 360,000 tested, 0.096% active; in the data active means inhibition above about 40%; inconclusive means no clear call, values can overlap the other calls
GDH-TPI inh: counter-screen for M. tuberculosis FBA inhibitors: GDH-TPI coupled enzymes. GDH-TPI coupled enzyme counterscreen, NADH absorbance. AID 588335. 360,000 tested, 1.2% active. inhibition, % at 4.8 µM;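 further: 0% = DMSO wells and 100% = wells lacking the enzyme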
MazEF act: activators of E. coli MazEF toxin-antitoxin RNase; 350,000 tested, 0.32% active; activation, % at 20 µM; AID 504720; FAM/BHQ RNA-DNA oligo cleavage fluorescence, 5 h; in the data active means activation above about 50%
Target sequence (P0AE70 whole entry, looked up): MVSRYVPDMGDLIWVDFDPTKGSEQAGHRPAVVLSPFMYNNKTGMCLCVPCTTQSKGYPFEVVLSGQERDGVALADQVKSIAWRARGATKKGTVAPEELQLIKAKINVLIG
Mtb FBA inh: inhibitors of M. tuberculosis fructose-bisphosphate aldolase. P9WQA3. purified M. tuberculosis FBA, fluorescence read-out. inhibition, % at 1 µM. 360,000 tested, 2.3% active. AID 588726; in the data active means inhibition above about 27%;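 further: 0% = vehicle and 100% = reference inhibitor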
Target sequence (P9WQA3 whole entry, looked up): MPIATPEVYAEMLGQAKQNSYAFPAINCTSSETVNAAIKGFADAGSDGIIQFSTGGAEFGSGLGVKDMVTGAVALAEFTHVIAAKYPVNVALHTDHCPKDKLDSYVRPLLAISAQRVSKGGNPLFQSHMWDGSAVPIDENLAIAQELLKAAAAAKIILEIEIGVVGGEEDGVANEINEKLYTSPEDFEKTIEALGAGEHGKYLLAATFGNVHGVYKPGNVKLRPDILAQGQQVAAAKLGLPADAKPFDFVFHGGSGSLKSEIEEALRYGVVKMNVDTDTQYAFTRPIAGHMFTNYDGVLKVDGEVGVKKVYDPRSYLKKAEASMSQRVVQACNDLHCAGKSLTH
BoNT F protease: inhibitors of Botulinum neurotoxin F light chain protease. Multiplex microsphere protease cleavage assay, flow cytometry. inhibition, % at 10 µM. AID 588497. 360,000 tested, 0.22% active; in the data active means inhibition above about 35%, passing the limit was not always enough; inconclusive means no clear call, values can overlap the other calls; further: plate controls were buffer without enzyme for full effect and enzyme alone for no effect
FadD28 FP inh: M. tuberculosis FadD28 bisubstrate binding inhibition | 360,000 tested, 0.22% active | AID 588549 | FadD28 bisubstrate probe binding, fluorescence polarization | inhibition, % at 12.5 µM; in the data active means inhibition above about 8.5%, passing the limit was not always enough; inconclusive means no clear call, values can overlap the other calls
Rv3671c inh: Rv3671c (M. tuberculosis) protease inhibition | P9WHR9 | 320,000 tested, 0.048% active | inhibition, % at 5.96 µM; in the data active means inhibition above about 38%;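 further: extracellular domain of Rv3671c used as enzyme; 0% = enzyme with DMSO and 100% = no enzyme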
Target sequence (P9WHR9 whole entry, looked up, the tested form may be a part): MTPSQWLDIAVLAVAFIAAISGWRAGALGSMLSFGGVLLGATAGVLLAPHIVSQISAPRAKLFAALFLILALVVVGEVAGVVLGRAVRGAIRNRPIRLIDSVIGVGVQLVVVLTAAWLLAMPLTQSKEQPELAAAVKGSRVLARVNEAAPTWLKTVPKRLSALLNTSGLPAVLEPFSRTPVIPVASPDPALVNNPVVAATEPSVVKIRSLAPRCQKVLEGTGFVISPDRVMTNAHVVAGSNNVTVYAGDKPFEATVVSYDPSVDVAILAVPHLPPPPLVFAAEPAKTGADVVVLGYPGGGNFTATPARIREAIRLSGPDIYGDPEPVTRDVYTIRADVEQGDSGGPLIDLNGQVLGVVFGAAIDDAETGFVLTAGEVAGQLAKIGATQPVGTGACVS
DUSP3 inh: blocks human VHR1 dual specificity phosphatase | P51452 | recombinant VHR phosphatase, pNPP absorbance | inhibition, % at 13.3 µM | 290,000 tested, 0.52% active | AID 1654; in the data active means inhibition above about 50%; further: some compounds called inactive have numbers as strong as hits
Target sequence (P51452 whole entry, looked up): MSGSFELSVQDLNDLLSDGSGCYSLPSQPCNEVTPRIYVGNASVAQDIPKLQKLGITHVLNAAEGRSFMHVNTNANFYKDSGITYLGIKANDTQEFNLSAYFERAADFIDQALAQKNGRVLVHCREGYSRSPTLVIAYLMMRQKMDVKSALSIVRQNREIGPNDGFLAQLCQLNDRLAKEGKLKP
An asterisk follows results filed as active; ? = inconclusive; nt = not tested or not shown. Unless noted, no stated cut-off is given here; in the data, active means inhibition above about 30%; inactive means the rest.

SMILES | UGM FP inh | CCHFV vOTU inh | Mtb BioA inh | GDH-TPI inh | MazEF act | Mtb FBA inh | BoNT F protease | FadD28 FP inh | Rv3671c inh | DUSP3 inh
COC(=O)C1=C(c2cccc(C#N)c2)C[C@@H]2CC[C@H]1N2C(=O)N1CCc2cc(OC)c(OC)cc2C1 | 1.4 | -2 | -0.5 | 2 | 6 | 3 | -6 | -4.4 | 0 | nt
CN1CCN(c2ccc(S(=O)(=O)N3CCOCC3)cc2NC(=O)COc2ccc(F)cc2Cl)CC1 | -0.4 | 6 | 0.0 | 4 | 5 | 6 | -5 | -1.5 | -2 | -9
Cc1ccc(/C([O-])=C(/C(=S)Nc2ccc(SC(F)F)cc2)[n+]2ccccc2)cc1[N+](=O)[O-] | -1.8 | 5 | nt | 0 | 36 | -4 | -13 | -13 | 5 | 9
CCn1nc(NS(=O)(=O)c2ccc([N+](=O)[O-])cc2)c2cc3cc(C)ccc3nc21 | 2.3 | 10 | 1.4 | -1 | 8 | -2 | -7 | 0.8 | 0 | -3
C/C(=N\NS(=O)(=O)c1ccc([N+](=O)[O-])cc1)c1ccc(NC(=O)c2ccco2)cc1 | 5.7 | 9 | nt | 30 | 4 | -3 | -3 | -1.9 | 4 | 6
CC(=O)NCCOC(=O)Nc1sc(=S)n(C)c1C | 0.7 | 6 | nt | 11 | 4 | 2 | 0 | 0.7 | -2 | -5
COc1ccc(N=Cc2oc3ccc4ccccc4c3c2O)cc1 | 0.2 | 5 | nt | 7 | -24 | -14 | 0 | -1.2 | 1 | 9
COc1cc(NS(=O)(=O)c2ccc(NC(=S)NC(=O)/C=C/c3ccc(F)cc3)cc2)ncn1 | -1.5 | 8 | nt | 12 | -1 | 3 | -5 | -0.6 | -2 | 17
CC(C)CNC(=O)c1ccccc1C(=O)NC1(C(=O)NCC(C)C)CCCC1 | nt | -12 | -0.8 | 9 | 4 | 1 | -7 | -1.5 | nt | nt
COc1ccc(CC2CC(=O)N(c3ccc(C)cc3)C2=O)cc1 (stereo not drawn) | -0.2 | 0 | -2.0 | -7 | 3 | 1 | ? | -4.3 | 4 | 7
CCOC(=O)C1=CCN(S(=O)(=O)c2ccc(C)cc2)C1c1ccc(CC)cc1 (stereo not drawn) | nt | 20 | -2.8 | nt | nt | 0 | -8 | -2.1 | nt | nt
O=C(CSc1nnnn1-c1cccnc1)NCc1cccs1 | -1.5 | -4 | 2.2 | 8 | 2 | -5 | -12 | -3.0 | 2 | 3
O=C(COc1ccc(Cl)cc1)NCCN1CCCC1 | -0.6 | -10 | 2.0 | -3 | 10 | -3 | 29 | -3.2 | 2 | 4
CC(C)c1ccc(NC(=O)CN2C(=O)c3ccccc3S2(=O)=O)cc1 | -2.3 | 8 | -0.9 | -10 | 5 | 2 | -7 | -1.2 | -12 | 14
COc1ccc(CCNC(=O)c2cc(COc3c(F)cccc3F)on2)c(OC)c1 | 0.4 | -11 | 0.7 | 3 | -3 | 1 | -1 | -2.3 | -13 | 18

Part of the list above, showing only Rv3671c inh, UGM FP inh and Mtb BioA inh.
mol | Rv3671c inh | UGM FP inh | Mtb BioA inh
O=C(COc1ccc(Cl)cc1)NCCN1CCCC1 | 2 | -0.6 | 2.0
CC(C)c1ccc(NC(=O)CN2C(=O)c3ccccc3S2(=O)=O)cc1 | -12 | -2.3 | -0.9
COc1ccc(CCNC(=O)c2cc(COc3c(F)cccc3F)on2)c(OC)c1 | -13 | 0.4 | 0.7

Continued.
SMILES | UGM FP inh | CCHFV vOTU inh | Mtb BioA inh | GDH-TPI inh | MazEF act | Mtb FBA inh | BoNT F protease | FadD28 FP inh | Rv3671c inh | DUSP3 inh
O=C(NCCC1=CCCCC1)C1CCC(=O)N(Cc2ccc(Cl)cc2)C1 (stereo not drawn) | -0.4 | 6 | 0.8 | 0 | -7 | 3 | 2 | 0.2 | -7 | -21
c1ccc(OCCCN2CCCC2)cc1 | 2.7 | 2 | -2.3 | -1 | -3 | 1 | 10 | -1.3 | -3 | 7
Nc1ncnc2c1ncn2C1CCCO1 (stereo not drawn) | -3.1 | 3 | -0.3 | -10 | 1 | -2 | -7 | -1.9 | 2 | nt
Cc1nc(-c2ccc(S(=O)(=O)N3CCCCCC3)cc2)cs1 | -3.5 | 1 | 1.1 | -1 | 8 | -1 | 5 | -5.9 | 0 | 32
O=C(c1cccc(-c2ccccc2)c1)N1CC[C@@H](N2CCC(O)CC2)[C@H](O)C1 | -0.6 | -2 | 1.5 | -1 | -1 | -1 | 11 | 0.1 | 9 | 51*
Cc1c(NC(=S)Nc2ccc(Cl)cc2)c(=O)n(-c2ccccc2)n1C | -0.9 | 1 | nt | -2 | 6 | 4 | -1 | -1.4 | 2 | 26
C=CCSc1nc2ccccc2n1C(=O)/C=C/c1ccc(OC)c(OC)c1 | 1.6 | -15 | -0.2 | 2 | 4 | 1 | -1 | -0.7 | -19 | 33
COc1ccc(S(=O)(=O)NC(=O)C2(C)CCN2C(=O)Cc2cc(C)cc(C)c2)cc1OC (stereo not drawn) | nt | -3 | 0.1 | 13 | nt | 0 | 2 | -2.5 | nt | nt
O=S(=O)(c1ccc(Br)cc1F)N1CCCCC1CCO (stereo not drawn) | nt | -6 | -0.9 | 4 | 8 | -2 | -2 | -0.7 | nt | nt
CCOc1cc(/C=N\NC(=O)Cn2nc([N+](=O)[O-])cc2C)ccc1OCc1cccc2ccccc12 | -0.1 | 14 | -1.3 | 8 | -16 | -6 | -2 | -2.6 | -23 | -12
COc1nc(-c2cccs2)cc(-c2ccc(C)cc2)c1C#N | -0.8 | 4 | -1.8 | 9 | -9 | 9 | 5 | 0.3 | 5 | 30
O=C(CSc1nc2c(c(C(F)(F)F)n1)CCc1ccccc1-2)NCc1ccco1 | -1.0 | 17 | -0.3 | 4 | 1 | 0 | -6 | -2.4 | -15 | 10
CC[N+]1(C)CCC(O)(c2ccc(OC)cc2)C(C(=O)c2ccc(OC)cc2)C1 (stereo not drawn) | nt | -7 | nt | -3 | 4 | 0 | -6 | -3.8 | nt | nt
Cc1nc(-c2ccc3c(c2)OCO3)cs1 | 2.3 | -10 | -1.4 | -13 | -8 | 2 | 4 | -2.3 | 0 | 34
CCCc1ccc(OCC(=O)O)cc1 | 1.5 | -4 | -1.1 | 3 | -3 | 0 | 4 | -2.0 | -19 | -11
O=c1c(Cl)c(N/N=C/c2ccc(Cl)cc2)cnn1-c1ccccc1 | 0.9 | -1 | nt | 23 | 46 | 2 | -5 | -1.8 | -23 | 4
Cc1noc(C)c1COc1cccc(C(=O)Oc2ccc3c(c2)OCO3)c1 | 1.6 | -5 | 3.4 | -5 | -2 | 0 | -14 | -4.5 | -6 | 3
CC(C)(C)c1ccc(NC(=O)COC(=O)C2CCCC2)cc1 | 1.6 | 28 | 0.0 | -5 | -2 | -1 | 0 | 3.1 | 1 | nt
COC(=O)CSc1nccc(-c2cccs2)n1 | 0.6 | 4 | nt | 6 | -2 | 3 | -6 | -2.0 | 13 | 21
CC(C)(C)C(=O)N1CCN(c2ccc([N+](=O)[O-])cc2Cl)CC1 | 2.9 | 7 | -0.8 | 15 | 2 | 6 | 2 | -1.9 | 8 | nt
CC(=NNC(=O)c1cccc(S(=O)(=O)N2CCOCC2)c1)c1ccc(Cl)cc1 | 0.2 | 5 | nt | 5 | 3 | -2 | -7 | -2.2 | 2 | nt
COc1ccc(S(=O)(=O)N(CCCN2CCCC2=O)Cc2cc3cc(C)c(C)cc3[nH]c2=O)cc1 | nt | 11 | 0.7 | 11 | 3 | 7 | -12 | -2.3 | nt | 3
O=C(NCc1ccco1)c1nn(-c2ccccc2)c(=O)c2ccccc12 | 4.3 | 8 | -1.3 | 5 | -6 | 2 | 0 | 1.1 | -25 | -19
CCCCN(C(=O)c1cc2c(s1)CCCCC2)c1c(N)n(CC(C)C)c(=O)[nH]c1=O | nt | -3 | -1.0 | -7 | -3 | 0 | 11 | -1.7 | nt | nt
CCn1c(SCC(=O)NC2CCCC2)nnc1-c1ccoc1C | 0.5 | 13 | -0.5 | 2 | 5 | 0 | -5 | 1.4 | 5 | -16
CC(=O)c1ccc(S(=O)(=O)N2CCNC(=O)C2)cc1 | 0.3 | 9 | 0.5 | 10 | -8 | 3 | -5 | -2.3 | 1 | nt
N#Cc1c2n(c3c(=O)n(Cc4ccccc4)cnc13)CCCC2 | 2.7 | -8 | 3.7 | 9 | 0 | 1 | -7 | 0.4 | -4 | 19
CC(C)c1ccc(C2(C)NC(=O)N(CC(=O)NC3CCCC(C)C3C)C2=O)cc1 (stereo not drawn) | -3.3 | 15 | 1.0 | -3 | 1 | 1 | 2 | -4.9 | 9 | nt
Cc1cc(C)n(-c2nc3ccccc3nc2N2CCN(C(=O)c3ccc(F)cc3)CC2)n1 | -0.3 | 4 | 1.7 | 19 | -3 | 7 | -4 | -2.8 | 5 | 26
C#CCNC(=O)C1=C[C@@H](c2ccc(C(F)(F)F)cc2)[C@H](CCCO)[C@@H](OCC)O1 | -0.9 | 2 | 2.4 | 7 | 5 | 4 | 10 | -2.7 | 1 | 10
O=C(Nc1ccc(Oc2ccccc2)cc1)c1ccc2nc([C@@H]3O[C@H](CO)[C@H](O)[C@H](O)[C@H]3O)[nH]c2c1 | nt | -9 | 0.0 | 1 | nt | 0 | -2 | -2.3 | nt | nt
CCCCN(C)c1c(C)nc2ccc(C(=O)NCCc3c[nH]c4ccccc34)cn12 | nt | 5 | -3.5 | 12 | nt | 2 | 8 | -0.2 | nt | nt
COc1ccccc1-c1nnc(SCC(=O)NC2CC2)n1C | 1.4 | 6 | -1.0 | 4 | -9 | 0 | 6 | nt | 6 | nt
O=C(O)c1ccc(COc2ccc(/C=N/NC(=O)c3cccs3)cc2)cc1 | 1.9 | nt | -1.4 | 23 | -6 | 2 | -3 | -2.6 | -10 | 27
O=C(O)/C=C/c1cccc2c1OCCO2 | -0.8 | -7 | -1.5 | 6 | 6 | 2 | -2 | -1.5 | 7 | 21
Nc1c(C(=O)OCC(=O)NCc2ccccc2)[nH]c(=O)[nH]c1=O | 0.5 | 11 | -0.2 | 10 | 3 | 5 | 0 | -3.1 | -103 | 22
CC(=O)c1ccccc1NS(C)(=O)=O | -1.7 | 14 | -0.2 | 1 | 3 | 3 | -2 | -0.5 | -12 | 12
O=C(c1ccc(S(=O)(=O)N2CCCCC2)cc1)N1CCN(CCN2C(=O)c3cccc4cccc(c34)C2=O)CC1 | 1.8 | -3 | nt | 3 | -6 | 5 | 1 | -2.2 | 6 | 17
COc1ccc(Cl)cc1NC(=O)c1ccco1 | -0.6 | 3 | 1.1 | 7 | 2 | 1 | -7 | -1.8 | -2 | -2
Cc1ccc(C(=O)N2CCC(C(N)=O)CC2)cc1C | -1.0 | 2 | -0.5 | -4 | -1 | 2 | -2 | 0.0 | -4 | 17
O=C(COC(=O)CCc1c[nH]c2ccccc12)NCc1ccc(Cl)cc1 | 2.2 | 17 | 1.9 | 4 | -2 | 0 | -9 | -0.6 | 5 | -4
O=C(c1cccn2c(=O)c3cc(Cl)ccc3nc12)N1CCOCC1 | -3.3 | -71 | 0.9 | 18 | 6 | 45* | 0 | -0.5 | -6 | -5
COc1cccc(-c2ccc3c(c2)C2CC3CCN2C(=O)c2ccc(-c3ccccc3)cc2)c1 (stereo not drawn) | nt | -1 | -0.5 | 12 | -7 | 0 | -4 | -1.6 | nt | nt
CC(NC(=O)c1ccccc1O)c1ccccc1 (stereo not drawn) | 1.1 | -6 | -0.2 | 5 | 5 | 41* | 2 | -0.6 | 4 | 11
CCc1ccccc1NC(=O)CN(C)S(=O)(=O)c1ccc(-c2ccc(=O)[nH]n2)s1 | -0.4 | -11 | -1.2 | -11 | 2 | -5 | 6 | -4.9 | -8 | 18
CN(C)c1ccc(CN(C(=O)COc2ccc(F)cc2)C2CCS(=O)(=O)C2)cc1 (stereo not drawn) | 1.2 | nt | nt | 4 | 3 | -2 | -1 | -5.1 | 3 | 27

From PubChem BioAssay
